# Lmaj promast: reduces viability of Leishmania major promastigotes. resazurin fluorescence viability. inhibition, % at 10 µM. hit rate 9% among 200,000; in the data active = inhibition above about 50%;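 also: promastigotes grown with compound for 44 hours at 28 °C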
# DTT redox prof: compounds producing H2O2 with reducing agent – biochemical, NIH compound library profiling, artefact control for MLSCN library redox annotation, primary screen; activation, % at 10 µM; hit rate 0.03% among 200,000; AID 878; DTT-dependent redox cycling H2O2, phenol red/HRP absorbance; 100% = 100 µM peroxide control, 0% = buffer;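 active = activation of at least 50% relative to the plate's high and low controls in the primary single-dose screen; inactive = activation below 50%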;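 also: compound incubated with DTT at 0.8 mM final as the reducing agent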
# PMI act: activators of human phosphomannose isomerase | P34949 | purified human PMI, coupled resazurin fluorescence, 20 min; hits give high values; 1 = vehicle control, 0 substrate-free wells | activation factor at 20 µM | hit rate 0.005% among 190,000 | AID 1214;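 active = activation factor of 2 or more at 20 µM, relative to plate controls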
# Target sequence (P34949 whole entry, looked up): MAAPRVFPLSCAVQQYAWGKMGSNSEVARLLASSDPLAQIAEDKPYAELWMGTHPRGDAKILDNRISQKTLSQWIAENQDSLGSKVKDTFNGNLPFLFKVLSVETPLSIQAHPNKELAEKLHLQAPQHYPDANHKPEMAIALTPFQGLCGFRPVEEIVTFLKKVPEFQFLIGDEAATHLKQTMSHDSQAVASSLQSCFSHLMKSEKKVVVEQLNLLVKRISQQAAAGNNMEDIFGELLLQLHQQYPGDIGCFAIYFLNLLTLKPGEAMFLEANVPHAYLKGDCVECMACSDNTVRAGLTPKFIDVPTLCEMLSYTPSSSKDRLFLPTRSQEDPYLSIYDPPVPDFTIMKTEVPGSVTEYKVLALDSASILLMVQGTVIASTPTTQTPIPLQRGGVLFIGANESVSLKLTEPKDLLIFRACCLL
# TNAP inh no acc: inhibitors of human TNAP without phosphate acceptor; purified TNAP, CDP-star luminescence, 30 min; hit rate 0.26% among 200,000; inhibition, % at 20 µM;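 active = tissue-nonspecific alkaline phosphatase inhibition above about 50% at 20 µM in the single-dose screen, limit read from the data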;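 also: 0% = DMSO negative control and 100% = EDTA positive control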
# HMGR II inh: E. faecalis class II HMG-CoA reductase inhibition; purified E. faecalis HMGR, NADPH absorbance 340 nm kinetic; inhibition, % at 10 µM; hit rate 0.41% among 190,000;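 active = inhibition above a set limit, the median over all tested compounds plus 3 SD, cut at about 9.5% in these data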;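 also: enzyme runs in reverse so mevalonate oxidation gives rising NADPH absorbance; 0% = complete reaction with DMSO and 100% = background rate lacking mevalonate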
# PMI act hi M6P: activators of human phosphomannose isomerase at near-saturating mannose 6-phosphate; P34949; hit rate 0.34% among 190,000; coupled PMI enzyme assay, resazurin fluorescence, 20 min; hits give high values; 1 = untreated enzyme, 0 = substrate-free blank; AID 1216; activation factor at 20 µM;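 active = activation factor of 2 or more at 20 µM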
#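 Material: human phosphomannose isomerase with PGI, G6PDH, diaphorase coupling enzymes; amount: PMI at 15 ng/mL final; also added: Mannose-6-phosphate 1.0 mM (near-saturating) plus 0.22 mM NADP+; incubation: enzyme reaction with compound 20 min at room temperature; signal: resorufin fluorescence (Ex 544/Em 590 nm) from resazurin via diaphorase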
# Hsp70 act: transcriptional activators of Hsp70 | HeLa Hsp70 promoter luciferase reporter, luminescence; scaled: vehicle 0, proteasome-inhibitor control 100% | AID 1203 | activation, % at 10 µM | hit rate 0.04% among 200,000;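 active = activation above the mean across all tested compounds plus 3 SD, cutoff set per campaign, cut at about 5.5% in these data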;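 also: 100% = MG132 at 30 µM as the positive control and 0% = DMSO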
# RAM network inh: yeast RAM network inhibition; S. cerevisiae dse1pr::URA3 reporter, 5-FOA growth OD615, 2 d; analog-sensitive cbk1-as2 kinase mutant strain; inhibition, % at 50 µM; hit rate 1.8% among 190,000;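 active = inhibition above a set limit, 3 SD over mean compound inhibition, cut at about 8.4% in these data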;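 also: 0% = DMSO-only wells with no growth and 100% = 10 µM 1-NA-PP1 full growth; inhibition rescues growth on 5-FOA so higher OD means more RAM inhibition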
# TNAP inh hiacc: TNAP (human) inhibition, high acceptor. P05186. purified TNAP, CDP-star luminescence, 1 M DEA. inhibition, % at 20 µM. hit rate 0.03% among 200,000;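 active = over 50% inhibition of tissue-nonspecific alkaline phosphatase at 20 µM in the single-dose screen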;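 also: plate controls were DMSO wells for no effect and EDTA-quenched wells as full inhibition for full effect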
# S1P3 antag: blocks the human S1P3 receptor; Q99500; CHO S1P3 NFAT-BLA reporter, FRET fluorescence, antagonist mode; inhibition, % at 4.98 µM; hit rate 0.27% among 170,000;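 active = inhibition above the plate cutoff, the mean inhibition of test wells on that plate plus 3 SD, cut at about 28% in these data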;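 also: cells challenged with S1P at its EC80 of 0.8 µM; blue over green emission ratio from cleaved BLA substrate after 4 h stimulation; 0% = S1P-stimulated wells and 100% = unstimulated DMSO-only wells; some compounds past the cut are filed as inactive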
# Target sequence (Q99500 whole entry, looked up): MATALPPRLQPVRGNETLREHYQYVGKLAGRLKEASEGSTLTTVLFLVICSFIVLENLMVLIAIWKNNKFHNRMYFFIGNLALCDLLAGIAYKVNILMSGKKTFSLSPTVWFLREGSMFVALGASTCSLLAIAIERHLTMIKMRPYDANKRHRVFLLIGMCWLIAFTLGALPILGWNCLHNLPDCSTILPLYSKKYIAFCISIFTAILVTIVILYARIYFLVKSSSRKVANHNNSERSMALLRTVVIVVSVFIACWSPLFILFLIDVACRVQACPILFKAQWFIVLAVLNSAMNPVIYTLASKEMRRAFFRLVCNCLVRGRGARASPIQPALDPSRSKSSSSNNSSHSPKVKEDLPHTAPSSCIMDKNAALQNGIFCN
# An asterisk follows results filed as active; nt = not tested or not shown.
SMILES,Lmaj promast,DTT redox prof,PMI act,TNAP inh no acc,HMGR II inh,PMI act hi M6P,Hsp70 act,RAM network inh,TNAP inh hiacc,S1P3 antag
O=C(N/N=C/c1coc2ccccc2c1=O)c1ccccc1Br,-4,-0.7,1.1,0,-6,1,-0.2,4.5,-6,-2
Cc1ccn2c(=O)nc(SCc3cccc(C(F)(F)F)c3)nc2c1,-4,0.1,1,-8,-3,1,-0.1,-0.4,-3,3
CC(C)c1ccc(S(=O)(=O)/N=C2/C=C(Sc3ncn[nH]3)C(=O)c3ccccc32)cc1,99*,93*,0,45,3,0.2,-0.3,2.6,9,-29
O=C(O)Cc1ccc(NC(=O)c2cccc(NC(=O)c3ccco3)c2)cc1,-4,-1.3,1.1,4,-4,1,-0.2,3.3,0,6
CCC(C)NC(=O)c1ccccc1NC(=O)c1ccc(CSc2ccccc2)cc1 (stereo unspecified),7,1.2,1,-4,-2,1.2,-0.3,20*,10,-10
COc1ccc(CNC(=S)NC(C)CCc2ccccc2)cc1 (stereo unspecified),19,-1.2,0.9,-16,-2,0.9,0.1,-0.4,-5,-10
CC1(C(=O)OCC(=O)NC(=O)NCc2ccccc2)CC1(Cl)Cl (stereo unspecified),8,-1.7,1,-7,3,1,-0.1,2.8,-4,-12
CC(NC(=O)C1CC12CCC2)c1ccccc1 (stereo unspecified),-4,0.1,1,-8,-2,0.9,-0.1,0.4,-6,-7
CC(C)CC(=O)Nc1ccc(-c2nc3ccccc3c(=O)o2)cc1,50,-0.3,1.3,-3,-4,1.2,-0.5,6.3,-5,-4
CCOc1ccc(NC(=S)NNC(=O)c2ccc(Br)cc2)cc1,6,-0.9,1.2,-138,1,1.2,-0.3,0.6,-6,-5
O=C(O)c1cc(NC(=O)c2ccc(Cl)c([N+](=O)[O-])c2)cc(C(=O)O)c1,-9,0.2,1.2,-9,0,1.2,0.0,0.5,0,-9
O=C(NCc1cccnc1)c1ccc(COc2ccc3c(c2)CCC3)o1,11,3.7,0.9,-10,-8,0.9,0.1,0.1,-5,25
O=[N+]([O-])c1ccc(N2CCSCC2)cc1,-6,0.0,0.9,8,-3,0.8,-0.1,3.8,12,-5
On1onc2c3cc(-c4ccccc4)nc3ccc21,100*,2.1,0.7,0,0,0.8,0.3,-0.9,4,6
N#Cc1c(N)n(CCNC(=O)c2ccccc2)c2nc3ccccc3nc12,22,0.8,0.9,-8,-2,0.8,-0.3,5.8,0,-3
c1ccc(Cc2nnc3sc(-c4ccncc4)nn23)cc1,-4,0.6,0.6,-14,-10,0.9,-0.3,3.2,-2,-51
CCCC(=O)N(c1ccc2oc(=O)sc2c1)S(=O)(=O)c1ccccc1,-6,1.9,1,0,1,1,-0.1,3.2,5,2
O=C(Cc1ccccc1)NCc1nc2ccccc2[nH]1,-6,0.6,nt,nt,nt,nt,-0.4,nt,nt,-33
CC(C)N(C)CCOC(=O)/C=C/c1ccccc1,4,-0.5,1.1,-8,-5,1.1,-0.2,1.4,1,-8
CN(Cc1ccccc1)S(=O)(=O)c1ccc(Cl)c(C(=O)NCc2ccc3c(c2)OCO3)c1,-4,1.0,1,-11,-1,1,-0.2,3.8,0,4
COc1cccc(-c2cc(C(F)(F)F)n3ncc(C(=O)NCC4CCCO4)c3n2)c1 (stereo unspecified),24,-0.4,0.9,-4,-5,0.9,-0.3,2.4,-4,-12
O=C(NCCCn1ccnc1)C1c2ccccc2Oc2ccccc21,1,1.2,1,-12,1,1,0.0,-0.6,-7,-1
O=C(c1cc2ccccc2oc1=O)N1CCN(CCc2ccccc2)CC1,-6,-3.1,0.9,-10,2,1,-0.3,0.8,-1,-6
Cc1cc(C)cc(C(=O)OCC(=O)NCc2cccs2)c1,-2,0.1,1,-4,0,1,-0.2,1.5,-1,-6
Cc1cc(NCCC(C)C)n2nc(C)c(-c3ccccc3)c2n1,8,11,0.8,-2,-3,0.9,-0.3,1.9,-5,nt

# New compounds follow
SMILES,Lmaj promast,DTT redox prof,PMI act,TNAP inh no acc,HMGR II inh,PMI act hi M6P,Hsp70 act,RAM network inh,TNAP inh hiacc,S1P3 antag
O=C1CC(c2ccccc2)c2cc(O)ccc2O1 (stereo unspecified),-8,-1.5,0.9,-8,-1,0.7,0.2,-0.1,-2,10
CC(CCc1ccccc1)NC(=O)CSc1nccc(=O)[nH]1 (stereo unspecified),-5,-3.1,1,2,-1,1.1,-0.2,-0.3,-4,nt
CCOC(=O)C1CCN(C(=S)Nc2ccc(CC)cc2)CC1,-5,-0.4,1,-14,-1,1,0.2,-0.4,-5,-5
Cn1c(CSCc2ccc(Cl)c(Cl)c2)n[nH]c1=S,-2,0.3,1,-84,-6,1,-0.3,1.9,0,11
CCOc1ccccc1OCC(=O)Nc1ccc(S(=O)(=O)Nc2nc(C)cc(C)n2)cc1,-9,0.8,1,-5,-1,1,0.0,5.8,2,nt
Cc1ccccc1-c1nc(CSc2nc3c(c(=O)[nH]2)CCC3)c(C)o1,-1,1.1,1.1,-5,-1,1,-0.2,2.9,2,-1
COc1cc(OC)cc(C(=O)N2CCN(c3ncccn3)CC2)c1,-4,-0.7,0.9,-4,2,1,0.6,2.3,1,-10
CC(C)Nc1nnc(SCC(=O)Nc2ccc(F)cc2)s1,1,-1.7,1,-9,-1,0.9,-0.1,0.7,-1,-6
CC(=O)NCCNC(=O)c1ccc(Sc2ccccc2)c([N+](=O)[O-])c1,6,-0.5,1,-7,-1,1,0.1,7.6,0,2
CCCc1ccc(-c2cc(C(=O)NCCc3ccc(S(N)(=O)=O)cc3)c3ccccc3n2)cc1,18,-7.5,0.9,0,-2,0.9,0.7,2.0,-1,nt
O=C(CN(Cc1ccccc1C(F)(F)F)C(=O)CNC(=O)c1ccco1)NC1CCCC1,-8,2.1,0.9,-11,-2,1,-0.3,0.1,-8,-4
Cc1ccc(NC(=O)C2(NC(=O)c3cccc(N4C(=O)CSC4c4ccccc4)c3)CCCCC2)cc1 (stereo unspecified),15,-7.3,1,-39,2,1,-0.6,0.3,-11,nt
COc1ccc(N(CC(O)CN2CCCCC2)S(=O)(=O)c2ccc(C)cc2)cc1 (stereo unspecified),29,0.1,0.8,-10,-3,0.8,-0.3,0.7,-7,7
CC(C)NC[C@@H](O)c1ccc(O)c(O)c1,-3,-0.1,0.3,71*,8,0.4,-0.1,1.9,9,1
Cc1nn(C(=O)c2ccco2)c(C)c1Sc1ccc([N+](=O)[O-])cc1,-3,-1.6,0.9,-2,2,0.9,-0.1,4.1,0,nt
COc1ccccc1C(O)(C(=O)NN(C(=O)c1ccccc1)c1ccccc1C)c1cccs1 (stereo unspecified),-3,-3.2,1,-16,-2,1,-0.2,4.1,-7,nt
CCCCNc1nc(NC)nc(Cl)c1SC,4,-1.4,1,-10,-4,0.9,-0.4,0.1,-4,-1
Cc1nnc(SCC(=O)Nc2cccc(S(=O)(=O)N(C)c3ccccc3)c2)s1,10,0.4,0.9,9,1,0.9,-0.3,1.7,-1,6
S=c1[nH]nc(COc2ccccc2)n1/N=C/c1ccncc1,4,-0.3,0.9,-9,8,0.9,-0.2,1.9,-6,-4
CSc1ncccc1C(=O)OCC(=O)NC(C)(C)C,-6,0.2,0.9,-6,0,0.9,-0.1,-0.6,-1,-6
Cc1ccc(/C=N/n2c(C)cc(C)c(C#N)c2=O)cc1,-1,0.4,1.1,-11,0,1,-0.3,-0.1,-1,nt
O=C(CN1CCN(CC(=O)c2ccc(F)cc2)CC1)Nc1ccccc1Cl,-5,-1.0,1.4,10,-2,2.2*,-0.3,-0.3,0,-15
COc1ccc(-c2[nH]ncc2CNC(C)CCn2cccn2)c(F)c1 (stereo unspecified),2,0.6,1,72*,-3,1,-0.1,0.6,-4,-8
Cc1cc(Br)ccc1S(=O)(=O)n1ccnc1C,84*,0.5,1.1,-13,-2,1.1,-0.3,0.4,-7,2
COc1cccc(C(=O)N(CN2CCCC2=O)c2cc(C)on2)c1,2,0.1,1.1,-8,-2,1.1,-0.2,0.2,-5,-14

# Going on with the list.
SMILES,Lmaj promast,DTT redox prof,PMI act,TNAP inh no acc,HMGR II inh,PMI act hi M6P,Hsp70 act,RAM network inh,TNAP inh hiacc,S1P3 antag
O=C(COc1ncnc2c1cnn2-c1ccccc1)Nc1ccc(S(=O)(=O)N2CCCCC2)cc1,19,-0.2,0.9,10,-4,1,-0.6,1.9,-5,14
O=C(CSc1nnnn1-c1cccc(C(=O)O)c1)NC(c1ccccc1)c1ccccc1,-5,-0.8,1,-14,-1,1,0.0,6.3,-7,-8
COC(=O)c1c(NC(=O)c2ccccc2)sc(Cc2ccccc2)c1C,-3,-3.2,0.9,-7,-2,0.9,0.0,12*,-6,nt
COc1ccc2c(CC(=O)OCC(=O)c3ccccc3OC)coc2c1,-3,0.6,0.9,-7,-4,0.9,-0.2,6.5,-5,nt
CC(=O)N1CCN(c2cc3c(cc2F)c(=O)c(C(=O)O)cn3C2CC2)CC1,0,-0.4,0.9,-3,-2,0.9,-0.1,1.4,-7,-31
CCN1C(=O)CSc2ccc(C(=O)NCc3ccco3)cc21,0,1.8,1,-21,-5,1,-0.3,0.9,-9,-20
COc1cccc(NC(=O)CSc2nnc(-c3cccc(OC(C)C)c3)n2N)c1,0,2.6,1,-17,-4,1.1,0.0,11*,-7,11
CCCCCNc1nc(-c2ccccc2)nc(-n2ccnc2)n1,40,-0.2,1.1,-2,6,1.1,-0.2,2.7,-4,-24
COc1cc(C2C(C(C)=O)=C(O)C(=O)N2CCc2ccc(OC)c(OC)c2)ccc1O (stereo unspecified),-7,-0.2,1,-7,-3,0.9,-0.3,0.2,0,11
CC(C)(C)NS(=O)(=O)c1ccc(OCC(=O)Nc2ccc3c(c2)OCCO3)cc1,3,-1.5,0.9,-10,-3,1,-0.3,3.7,-4,nt
COc1ccc(-n2c(SCC(=O)NNC(=O)c3ccc(C)cc3)nnc2-c2ccncc2)cc1,0,-0.6,0.9,-85,-2,0.9,-0.3,0.8,-1,2
CCOc1ccccc1Nc1nnc(SCC(=O)Nc2ccc3[nH]c(=O)[nH]c3c2)s1,-1,0.4,1.3,-26,3,1.2,-0.6,4.0,-4,5
CN(C)S(=O)(=O)c1ccc2c(c1)C(CC(=O)O)OC2=O (stereo unspecified),-8,2.7,0.9,-1,0,0.9,0.3,1.2,-2,-8
Cc1cc(C)cc(NC(=S)N=Nc2c(O)n(C)c3ccc(S(=O)(=O)N4CCOCC4)cc23)c1,25,0.8,1,39,-3,0.8,-0.3,6.1,18,-12
Cc1cccc(NC(=O)c2ccc3nsnc3c2)c1C,3,-1.4,0.9,0,-2,0.9,-0.1,1.8,-1,11

# A section taken from the entries so far:
SMILES,Lmaj promast,DTT redox prof,PMI act,TNAP inh no acc,HMGR II inh,PMI act hi M6P,Hsp70 act,RAM network inh,TNAP inh hiacc,S1P3 antag
CN(C)S(=O)(=O)c1ccc2c(c1)C(CC(=O)O)OC2=O (stereo unspecified),-8,2.7,0.9,-1,0,0.9,0.3,1.2,-2,-8
Cc1cc(C)cc(NC(=S)N=Nc2c(O)n(C)c3ccc(S(=O)(=O)N4CCOCC4)cc23)c1,25,0.8,1,39,-3,0.8,-0.3,6.1,18,-12

# Screens as filed in PubChem BioAssay.

# Compounds as they come (roughly 12% active in at least one column).
